# Screening results deposited in PubChem BioAssay by several laboratories.
# IEC-6 tox – IEC-6 cytotoxicity, counter-screen for KLF5 inhibitors | inhibition, % at 5 µM | AID 1825 | luminescence viability | 0.78% of 290,000 active; in the data active means inhibition above about 22%;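 further: 0% = plate median of test compound wells and 100% = cytotoxic reference compound wells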
# HSF-1 act – increases HSF-1 driven luciferase reporter signal; activation, % at 9 µM; 1.7% of 300,000 active; AID 504408; NIH3T3-HGL HSF-1 luciferase reporter, MG132, 8 h; 100% = twice DMSO control signal;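 active means mean replicate activation of at least 50% with a set share of replicates each reaching 50%; inconclusive means only one of those two conditions met; inactive means mean below 50% and too few replicates reaching it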;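 further: 0% = median of the neutral control wells and 100% = twice that signal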
# HSF1 inh – HSF1 inhibition; AID 2098; 0.77% of 300,000 active; NIH3T3-HGL HSE-luciferase, MG132-induced, luminescence 8 h; hits give low values; activity change, negative = inhibition, % at 7.5 µM (by protocol);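 active means more than half of replicate wells show activity change below -50%, luminescence cut by over half; inconclusive means some wells, but at most half, below -50%; inactive means no replicate well below -50%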;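 further: luciferase reports HSF-1 transcriptional activity via heat shock element; 0% = median of DMSO wells and -100% = zero luminescence signal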
# HIF act – HIF pathway transcriptional activation | U2OS HRE-luciferase reporter, luminescence; normalized: DMSO 0%, desferrioxamine 100% | activation, % at 7.5 µM (by protocol) | 0.32% of 300,000 active | AID 1910;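 active means mean activation of at least 10% of the iron chelator positive control signal, with at least half of replicates also reaching 10%; inconclusive means mean and replicate majority disagree about reaching 10%; inactive means mean and most replicates under 10%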
# AI-2 QS mod – modulates the Vibrio harveyi AI-2 quorum sensing system; Vibrio harveyi JMH597 AI-2 luminescence/OD600 ratio, 9 h; hits give low values; strain lacks LuxN and CqsS sensors; 0 = neutral-control median; activity change, % at 7.5 µM; AID 2094; 0.4% of 300,000 active; in the data active means activity change below about -75%, passing the limit was not always enough; inconclusive means no clear call, values can overlap the other calls;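 further: luminescence divided by OD600 gain over 9 h not by final OD600 alone; inactives centre near 13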
# Platelet DG rel – platelet dense granule release activity; inhibition, %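 (compounds screened at 7.5 µM in platelet-rich plasma)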; 0.22% of 300,000 active; AID 1663; human platelet-rich plasma, SFLLRN dense granule ATP release, luminescence;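 active means mean replicate score, as percent of positive control, at or above 50; inconclusive means mean below 50 but at least one replicate at or above 50; inactive means mean and every replicate below 50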
# aSyn 5UTR inh – MLPCN primary screen, SNCA 5' untranslated region; alpha-synuclein 5'UTR reporter, inhibitor activity; inhibition, % (tested at 7.5 µM); 0.82% of 300,000 active; AID 1813; in the data active means inhibition above about 60%; inconclusive means no clear call, values can overlap the other calls;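 further: H4 neuroglioblastoma cells stably carrying SNCA 5'UTR luciferase fusion; 0% = DMSO wells and 100% = positive control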
# KLF5 inh – kruppel-like factor 5 inhibition; inhibition, % at 5 µM; DLD-1 KLF5 promoter-luciferase reporter, luminescence; AID 1700; 0.23% of 290,000 active;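 active means inhibition above a per-plate limit of that plate's mean compound inhibition plus 3 SD, cut at about 60% in these data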;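 further: 0% = DMSO wells and 100% = LY294002 at 200 µM; higher means less KLF5 promoter-driven luciferase light; inactives centre near -14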
# HSP90 refold inh – inhibitors of HSP90 luciferase refolding in rabbit reticulocyte lysate; luciferase refolding luminescence, 3 h; inhibition, % at 5.6 µM; 0.91% of 290,000 active; AID 1789;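 active means inhibition above the screen-wide mean plus 3 SD, computed separately per campaign, cut at about 16% in these data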;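 further: 0% = DMSO wells and 100% = 60 µM geldanamycin wells; inhibitors lower the luminescence because luciferase stays unfolded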
# HDAC3 inh – human HDAC3 inhibition; O15379; recombinant HDAC3, fluorogenic peptide/trypsin coupled, fluorescence; inhibition, % at 8.3 µM; 0.15% of 320,000 active; AID 2718; in the data active means inhibition above about 26%, passing the limit was not always enough; inconclusive means no clear call, values can overlap the other calls
# Target sequence (O15379 whole entry, looked up): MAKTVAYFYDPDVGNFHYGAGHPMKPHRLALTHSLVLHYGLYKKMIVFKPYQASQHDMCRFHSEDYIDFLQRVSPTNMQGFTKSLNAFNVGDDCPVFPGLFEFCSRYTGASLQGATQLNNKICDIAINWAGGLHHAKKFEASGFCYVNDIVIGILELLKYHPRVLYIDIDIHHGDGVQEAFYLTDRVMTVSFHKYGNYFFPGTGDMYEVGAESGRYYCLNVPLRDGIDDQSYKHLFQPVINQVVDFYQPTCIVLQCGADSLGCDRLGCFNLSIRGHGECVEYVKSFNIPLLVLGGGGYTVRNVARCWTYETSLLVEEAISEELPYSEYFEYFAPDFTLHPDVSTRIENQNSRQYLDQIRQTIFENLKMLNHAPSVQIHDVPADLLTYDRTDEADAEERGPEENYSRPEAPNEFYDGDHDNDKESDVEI
# Active calls of the source: *; u = inconclusive; x = no result given.
smiles	IEC-6 tox	HSF-1 act	HSF1 inh	HIF act	AI-2 QS mod	Platelet DG rel	aSyn 5UTR inh	KLF5 inh	HSP90 refold inh	HDAC3 inh
O=C(Nc1cccc(S(=O)(=O)N2CCCCC2)c1)c1ccc2ccccc2n1	1	-7	8	0.0	14	14	-18	-11	-1	5
CN(C)S(=O)(=O)Oc1cccc(C(=O)Nc2ccc(Cl)c(Cl)c2)c1	2	-2	-16	2.8	13	-2	-185	-103	-3	10
COc1ccc(NC(=O)N[C@@H](CCSC)C(=O)O)cc1Cl	2	15	2	-0.1	22	-1	9	-48	0	-2
C=CCNCC(=O)Nc1sc2c(c1C(=O)Nc1ccc(OC)cc1OC)CCC2	0	-2	-5	-0.1	22	9	14	-15	0	u
COc1cc(OC)c2c3c(c(C4CCCCC4)nc2c1)CCC3	x	-6	-6	0.7	18	3	8	x	x	-11
COc1cccc(OCC(=O)N2CCCc3ccccc32)c1	-6	12	7	-1.7	x	5	-22	-41	1	0
S=C1NC(c2ccccc2)=NCN1c1ccccc1	3	43	18	3.3	19	4	-66	-223	1	2
COc1ccc(CCN2C(=O)CC(Cc3ccc(C)cc3)C2=O)cc1OC (stereo not drawn)	-9	-3	-2	-0.6	20	-4	-2	5	1	-9
COc1cccc2sc(N(CCCN(C)C)C(=O)C(c3ccccc3)c3ccccc3)nc12	4	3	10	-0.9	19	-1	14	-9	1	1
O=C(NCC1CCCO1)c1onc(CSc2ccc(F)c(F)c2)c1C(=O)O (stereo not drawn)	2	25	2	-0.8	15	4	-4	-10	-2	-4
O=C(CCC1CCCN(C(=O)c2cccs2)C1)N1CCN(c2ccccn2)CC1 (stereo not drawn)	6	-9	-2	2.9	24	-16	8	-2	6	-4
Cc1cc(NC(=O)CN(C)S(=O)(=O)c2cccc(Cl)c2)no1	-4	6	-2	-0.4	26	16	-11	-9	-2	4
O=c1ccc(-c2ccc(S(=O)(=O)N3CCN(c4cccc(Cl)c4)CC3)o2)n[nH]1	-2	12	7	-0.2	6	-15	-15	1	-2	0
C/C(=N\NC(=O)c1cccc([N+](=O)[O-])c1)c1cccnc1	-3	6	7	-0.7	19	-6	-4	-4	0	-2
COc1ccc(C(=O)Nc2ccc(-c3ccc(C)o3)cc2)cc1S(=O)(=O)N1CCOCC1	-2	3	21	-0.3	11	x	19	-21	-5	-2
O=C(NC1CCCC1)C(c1ccncc1)N(C(=O)c1ccco1)c1ccc(F)c(Cl)c1 (stereo not drawn)	-7	13	8	0.6	30	13	-22	-4	-1	2
CC1CCN(C(=O)COC(=O)c2ccc(Br)o2)CC1	-3	15	9	1.4	3	5	-18	-6	-1	0
C=CCN(C(=O)Cn1ncc2c1-c1cc(C)ccc1OC2)c1ccccc1	-2	6	-3	-0.5	-5	0	12	-22	0	6
COc1cccc(NC(=S)N(C)C2CCN(C)CC2)c1	-2	1	7	3.5	23	-1	-10	-12	2	2
O=C(CCC(=O)c1cccs1)NCC(=O)Nc1ccc(F)c(F)c1F	-10	-23	0	0.0	-6	8	-8	5	3	8
O=C(Nc1ccc(C(=O)Nc2ccccc2Cl)cc1)c1cccnc1	1	x	x	x	23	x	x	-69	-2	0
O=C(OCC(=O)N1CCCCC1)c1ccccc1SCC(=O)N1CCCCC1	-5	12	3	1.1	9	-2	-25	-23	-7	-6
Cc1ccsc1C1C(C#N)=C(N)N(N(C)C)C2=C1C(=O)CC(C)(C)C2 (stereo not drawn)	10	3	-5	-0.3	17	1	1	-8	8	-3
CC(=O)Nc1c(NC(C)C)c2ccccc2oc1=O	-2	41	3	-0.9	0	-1	14	-24	-2	-2
COc1ccc(OCC(=O)Nc2ccccc2OC)cc1	0	4	-9	x	15	-1	0	9	3	-1
Cn1cccc1CC(=O)N/N=C/c1cccc2ccccc12	2	-17	-3	1.3	18	-1	-25	-15	-1	-3
O=C(Nc1cc(N2CCOCC2)ncn1)c1ccccc1	-5	-9	-1	1.9	22	-5	-27	-26	-1	0
CC(C)CC(NC(=O)C1CCC(C)CC1)C(=O)Nc1ccc2c(c1)OCCO2 (stereo not drawn)	-3	-49	-41	0.0	13	-12	-62	-38	9	-16
COc1cc(/C=N/NC(=O)c2cc3ccccc3cc2O)ccc1OCCN1CCCCC1	8	-7	-8	1.0	10	4	-24	-1	1	11
CN(CCc1ccccn1)C(=S)Nc1ccc(Cl)c(Cl)c1	-4	1	8	0.5	1	-4	2	-22	-3	0
OCCC1CN(C2CCN(c3ccccc3F)CC2)CCN1Cc1ccccc1 (stereo not drawn)	-4	25	-3	-0.7	9	-2	9	-17	1	x
O=S(=O)(Nc1ncccn1)c1ccc(Cl)cc1	-6	8	-7	-1.3	x	9	-6	-12	1	-5
Cc1ccc(C(=O)NC(=S)N2CC(C)OC(C)C2)cc1[N+](=O)[O-] (stereo not drawn)	-7	-9	-8	-0.3	6	26	23	4	-1	-2
O=C(NN=C1CCCCCC1)c1cccs1	8	21	3	3.0	19	-5	-75	-130	-1	1
CCOC(=O)c1[nH]c2ccc(C)cc2c1N=C(C)N(C)C	1	-2	2	-0.4	10	-2	5	-6	4	-1
CC(=O)c1ccc(S(=O)(=O)N2CCN(C(=O)c3ccccc3Cc3ccccc3)CC2)cc1	x	4	2	-0.1	-3	-8	5	x	x	2
CCN(c1ccccc1)S(=O)(=O)c1ccc(Cl)c(NC(=O)CSc2nncn2C)c1	6	14	-4	-0.1	5	-6	-3	-29	-2	0
Cc1onc(-c2ccccc2)c1C(=O)NNC(=S)NC(=O)c1ccc(Br)cc1	0	15	6	2.4	51	9	1	1	0	-2
O=C1c2ccccc2C(=O)N1Cc1cccnc1	4	18	10	0.0	7	-3	6	-29	2	-2
COc1ccc(COCC(O)CN2CC(C)OC(C)C2)cc1OC (stereo not drawn)	-4	-16	-4	0.0	-6	11	23	-37	1	-23
CCOC(=O)Nc1nn(-c2ccc(C)cc2)c(=O)c(C#N)c1C	1	14	7	-0.7	18	7	8	-33	-1	4
CC(=O)Nc1ccc(S(=O)(=O)Nc2nc3ccccc3s2)cc1	2	7	-3	-0.4	15	-1	-11	-17	4	2
O=C(CSc1nnc(NC(=O)c2cccc(F)c2)s1)NC1CCCC1	-1	-7	-2	0.1	13	-2	-5	-43	-2	-6
O=C(NCC(c1ccco1)N1CCCC1)c1ccc(Cl)cc1 (stereo not drawn)	-1	-12	-1	0.0	6	x	0	-20	1	-2
CCOC(=O)C1=C(Nc2ccccc2)CC(C)(O)C(C(=O)OCC)C1c1ccc(Br)cc1 (stereo not drawn)	-2	5	5	-0.1	13	-2	3	-22	2	-6
CCC1CCCCN1C(=S)NC(=O)c1cccs1 (stereo not drawn)	8	-48	-44	0.3	16	2	15	-8	-1	x
Cn1c(=O)c2c(ncn2CC(=O)N2CCOCC2)n(C)c1=O	0	3	-5	-0.3	-2	0	7	-13	0	9
CCC12CN3CC(CC)(CN(C1)C3c1ccc(OC(C)C)cc1)C2=O (stereo not drawn)	3	-1	-9	0.6	1	-1	16	-2	-3	u
C=CCn1c(SCCN2CCCCC2)nc2c1c(=O)[nH]c(=O)n2C	-4	-10	-3	0.0	-3	36	-6	-13	-1	4
CCC(=O)NC(C)C(c1cccs1)N1CCN(Cc2ccccc2)CC1 (stereo not drawn)	2	-20	-5	-0.2	12	10	-8	1	2	0
O=[N+]([O-])c1ccc(-c2ccc(S(=O)(=O)NCCN3CCCC3)cc2)cc1	-4	-7	-9	-0.3	5	0	29	-4	0	2
COc1ccc(C(=O)Nc2ccccc2NC(=O)c2ccco2)cc1OC	0	4	2	-0.8	-3	0	9	17	-2	3
COc1ccc(Br)cc1C(=O)O	5	-1	-6	-16	23	1	-1	-27	6	-2
Cc1cc2c(NC(=O)Nc3ccc(F)cc3)cccc2nn1	1	-2	6	0.0	8	9	14	-3	7	2
COc1ccc(C(NC(=O)C2CCCCC2)c2c(O)ccc3ccccc23)cc1 (stereo not drawn)	0	2	2	0.2	19	2	4	7	2	2
CCOC(=O)c1sc(C)c2c1NC(C)(c1cccc3ccccc13)NC2=O (stereo not drawn)	-3	98*	45	-0.1	8	6	31	-20	0	-3

# (continued)
smiles	IEC-6 tox	HSF-1 act	HSF1 inh	HIF act	AI-2 QS mod	Platelet DG rel	aSyn 5UTR inh	KLF5 inh	HSP90 refold inh	HDAC3 inh
CCOc1ccc(OCC(=O)Nc2cc3c(cc2C(=O)O)OCCCO3)cc1	8	-11	-2	0.1	12	16	18	-11	1	-2
O=C(NC(=S)Nc1cccc(S(=O)(=O)NC2=NCCC2)c1)c1cc(-c2ccco2)nc2ccccc12	-4	-48	-33	0.4	8	7	-14	-20	-1	0
COc1cc(C(CCN2CCCC(C)C2)c2c(OC)cc(OC)c3c(-c4ccccc4)cc(=O)oc23)cc(OC)c1OC (stereo not drawn)	x	-3	1	-1.2	12	0	17	x	x	7
CCOc1ccccc1-n1c(CN2CCN(C(=O)c3ccco3)CC2)nc2ccccc2c1=O	1	4	5	-2.1	8	7	111*	-7	-4	-3
CC1(C)CC2CC(C)(CN2C(=S)Nc2ccccc2F)C1 (stereo not drawn)	-3	0	7	0.5	12	-4	-6	-6	3	-8
CCOC(=O)c1cccc(NC(=O)/C(=C\c2ccccc2)NC(=O)c2ccccc2Cl)c1	6	9	-3	0.3	15	5	-10	-6	-1	-3
CCOC(=O)CCCNC(=O)COC(=O)c1cc(Br)c(Br)s1	-2	8	0	-0.2	-31	0	6	1	2	-8
CCN(Cc1ccccc1)c1ccc(/C=C(\C#N)c2ccccn2)cc1	-4	103*	53	3.1	15	8	-137	-81	0	0
Cc1ccc(CN2CC(C(=O)N3CCN(S(=O)(=O)c4cc(C)ccc4C)CC3)CC2=O)cc1 (stereo not drawn)	x	4	1	-0.3	12	-18	6	x	x	-6
CC(OC(=O)/C=C/c1ccco1)C(=O)Nc1cccc([N+](=O)[O-])c1 (stereo not drawn)	-8	-1	0	-0.8	13	-2	-25	-11	11	2
N#CCCn1cc(CNC2CCC(O)CC2)c2ccccc21 (stereo not drawn)	-5	11	-4	-0.3	x	0	-13	-5	-3	3
N#CCC(=O)N/N=C\c1ccccc1OC/C=C/c1ccccc1	6	-2	-1	5.4	-4	-6	-166	-149	6	x
CCc1n[nH]c(=S)n1/N=C/c1ccccc1OCc1ccc(Cl)cc1	2	47	13	0.2	22	-1	4	-14	2	0
Cc1ccccc1NC(=S)NC(=O)CCc1ccccc1	-4	15	1	-0.2	-13	-6	-7	-3	-2	9
O=C(O)CCn1c(Cc2ccccc2)nc2ccccc21	-1	-5	1	-0.5	-3	-2	20	-25	-1	4
COCC(=O)N1CCC(Oc2ccc(C(=O)NCCc3ccncc3)cc2)CC1	2	-8	0	-0.2	20	6	17	-13	4	0
Cc1c(Br)cc(C(=O)N2CCN(CCO)CC2)c(C)c1C	5	5	3	-0.4	26	-1	16	10	1	-5
